From PubChem BioAssay
CSN deneddyl inh – inhibitors of CSN-mediated cullin deneddylation, primary screen, biochemical, fluorescence polarization, uHTS. 360,000 compounds, 0.38% hits. Purified CSN, SCF-Nedd8-OG deneddylation. AID 651999, 2013. inhibition, % at 12.5 µM. COP9 signalosome complex subunit 5 (Homo sapiens), Q92905;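 active means pattern-corrected inhibition above about 35%, with an unprinted fluorescence ratio check between 0.5 and 1.5, limit read from the data, passing the limit was not always enough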;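 further: 0% = enzyme with substrate and 100% = substrate without enzyme; some results filed as inactive read as strong as hits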
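Material: purified human Csn5 enzyme expressed in HEK293T cells / Medium: Tris buffer pH 7.5, NaCl, DTT, Tween-20, trehalose, ovalbumin / Compound dosing: 12.5 µM single point / Schedule: 90 min incubation of compound, enzyme and substrate at room temperature / Signal: fluorescence polarization of the substrate / Control set: no-enzyme wells high, enzyme-with-substrate wells low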
Neddylation inh – inhibitors of cullin neddylation, primary screen, biochemical, TR-FRET, uHTS, NAE and Ubc12 | NEDD8-conjugating enzyme Ubc12 (Homo sapiens) + NEDD8-activating enzyme E1 regulatory … | 360,000 compounds, 0.58% hits | calls only at 25 µM; in the data active means inhibition above about 36%
FAS-TE inh – FAS thioesterase domain inhibitors, primary screen, biochemical, fluorescence intensity, uHTS; recombinant FAS-TE, OMFH fluorogenic substrate, fluorescence endpoint; Fatty acid synthase (Homo sapiens), P49327; 360,000 compounds, 0.67% hits; inhibition, % at 15 µM;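 active means compounds whose normalised, plate-corrected inhibition of enzyme fluorescence in the single-dose primary screen is 50% or more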;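 further: 0% = DMSO with enzyme and 100% = substrate without enzyme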
E coli Lon inh – inhibitors of E. coli Lon protease, primary screen, biochemical, fluorescence polarization. inhibition, % at 7.94 µM. purified E. coli Lon protease. 360,000 compounds, 0.42% hits; in the data active means inhibition above about 13%, passing the limit was not always enough;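 further: 0% = enzyme with probe and DMSO and 100% = no enzyme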
MsrA act – bovine MsrA enzyme activators, primary screen, biochemical, absorbance, HTS | Methionine sulfoxide reductase A (Bos taurus) | purified bovine MsrA, absorbance read-out | activation, % at 10.6 µM | 360,000 compounds, 0.3% hits | AID 602163, 2012; in the data active means activation above about 7.5%;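 further: 0% = vehicle and 100% = reference activator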
MsrA inh – bovine MsrA enzyme inhibitors, primary screen, biochemical, absorbance, HTS; purified bovine MsrA, absorbance read-out; 360,000 compounds, 0.75% hits; Methionine sulfoxide reductase A (Bos taurus); AID 651718, 2012; inhibition, % at 15.5 µM; in the data active means inhibition above about 4.5%;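 further: 0% = vehicle wells with enzyme and 100% = reference inhibitor wells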
Rin1 Abl inh – inhibitors of Rin1-Abl protein binding, primary screen, biochemical, TR-FRET; AID 588664, 2011; 360,000 compounds, 0.4% hits; inhibition, % at 7.35 µM; Tyrosine-protein kinase ABL1 (Homo sapiens) + Ras and Rab interactor 1 (Homo sapiens), …; in the data active means inhibition above about 5%, passing the limit was not always enough
TbMetRS inhib – T. brucei MetRS inhibitors, primary screen, biochemical, luminescence. methionyl-tRNA synthetase (Trypanosoma brucei brucei). purified T. brucei MetRS, ATP depletion, Kinase-Glo luminescence. inhibition, % at 11.9 µM. 360,000 compounds, 0.4% hits. AID 624268, 2012;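 active means inhibition above a per-plate cutoff of the control wells' mean inhibition plus 3 SD, cut at about 5.5% in these data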;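 further: 0% = DMSO wells median and 100% = median of wells with control inhibitor compound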
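Assay system: T. brucei methionyl-tRNA synthetase, purified | Medium: HEPES buffer with MgCl2, KCl, DTT, spermine, BSA, pyrophosphatase | Compound: 11.9 µM single point | Incubation: 15 min enzyme-compound preincubation, 2 h reaction, 10 min detection, 25 °C | Measured by: Kinase-Glo luciferase luminescence reporting remaining unconsumed ATP | Measure: % inhibition normalized to control-well medians | Replication: Singlicate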
PABP1 MLLE inh – inhibitors of PABP1 MLLE–PAM2 peptide binding, primary screen, biochemical, fluorescence polarization, FITC-PAM2, GST-MLLE | AID 588489, 2011 | Polyadenylate-binding protein 1 (Homo sapiens), P11940 | 360,000 compounds, 0.36% hits | inhibition, % at 20 µM; in the data active means inhibition above about 35%, passing the limit was not always enough;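 further: plate controls were DMSO wells with GST-MLLE for no effect and wells lacking GST-MLLE protein for full effect; some results filed as inactive read as strong as hits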
* marks the source's active call; other numbers are inactive results.

Results for O=C(CSc1nnc(CNC(=O)c2cccs2)o1)c1ccc(Cl)cc1 ?
CSN deneddyl inh: 2; Neddylation inh: inactive; FAS-TE inh: 2; E coli Lon inh: 2; MsrA act: -1; MsrA inh: -0.7; Rin1 Abl inh: -4; TbMetRS inhib: 0.5; PABP1 MLLE inh: -28

Results for CCOC(=O)C(=CNc1ccccc1Cl)C(=O)OCC ?
CSN deneddyl inh: 0; Neddylation inh: inactive; FAS-TE inh: 2; E coli Lon inh: -8; MsrA act: 2; MsrA inh: 1.3; Rin1 Abl inh: 2; TbMetRS inhib: -0.1; PABP1 MLLE inh: 3

What do the screens show for `Cc1cccc(/C=C2\Sc3ccc(C(=O)N4CCC(C(N)=O)CC4)cc3N(C)C2=O)c1`?
CSN deneddyl inh: 1; Neddylation inh: inactive; FAS-TE inh: 1; E coli Lon inh: -11; MsrA act: -4; MsrA inh: 0.3; Rin1 Abl inh: -1; TbMetRS inhib: -0.2; PABP1 MLLE inh: 24

How did O=c1c(C(c2ccc(O)cc2)c2c(O)nc3n(c2=O)CCS3)c(O)nc2n1CCS2 do in these assays?
CSN deneddyl inh: 7; Neddylation inh: inactive; FAS-TE inh: -10; E coli Lon inh: -1; MsrA act: -14; MsrA inh: 1.3; Rin1 Abl inh: -3; TbMetRS inhib: -1.2; PABP1 MLLE inh: 24

How did C/C(=N/NS(=O)(=O)c1ccc(Cl)cc1)c1ccc2c(c1)OCO2 do in these assays?
CSN deneddyl inh: 107; Neddylation inh: inactive; FAS-TE inh: 3; E coli Lon inh: -3; MsrA act: -2; MsrA inh: 0.9; Rin1 Abl inh: -1; TbMetRS inhib: -0.6; PABP1 MLLE inh: -17

How did Cc1ccc(Nc2nc3ccccc3s2)c(C)c1 do in these assays?
CSN deneddyl inh: -17; Neddylation inh: inactive; FAS-TE inh: 7; E coli Lon inh: -1; MsrA act: -2; MsrA inh: 0.2; Rin1 Abl inh: 6.9*; TbMetRS inhib: -0.2; PABP1 MLLE inh: 6

Results for COC(=O)C[C@H]1C=C[C@H](NC(=O)c2cccc(F)c2)[C@@H](CO)O1 ?
CSN deneddyl inh: 1; Neddylation inh: inactive; MsrA inh: -0.2; TbMetRS inhib: -1.0

Results for Cc1cnc(-c2nnc(N(C)C(=O)C3CCCO3)s2)cn1 (stereo not drawn) ?
CSN deneddyl inh: 0; Neddylation inh: inactive; FAS-TE inh: -3; E coli Lon inh: 0; MsrA act: -2; MsrA inh: 1.0; Rin1 Abl inh: 0; TbMetRS inhib: -0.1; PABP1 MLLE inh: -2

Results for CCCCN(C(=O)CCC(=O)Nc1cc(C)on1)C(C(=O)NC1CCCC1)c1ccc(OC)cc1 (stereo not drawn) ?
CSN deneddyl inh: -5; Neddylation inh: inactive; FAS-TE inh: 6; E coli Lon inh: -4; MsrA act: -1; MsrA inh: 0.6; Rin1 Abl inh: -1; TbMetRS inhib: 0.4; PABP1 MLLE inh: 6

How did CC1CN(C(=O)CSc2nnc(-c3ccccc3)o2)CC(C)O1 (stereo not drawn) do in these assays?
CSN deneddyl inh: 1; Neddylation inh: inactive; FAS-TE inh: -5; E coli Lon inh: 4; MsrA act: 1; MsrA inh: -0.7; Rin1 Abl inh: -1; TbMetRS inhib: -0.4; PABP1 MLLE inh: -37

What do the screens show for `CN(C)c1ccc(NC(=O)c2cccc([N+](=O)[O-])c2)c2ccccc12`?
CSN deneddyl inh: 0; Neddylation inh: inactive; FAS-TE inh: 16; E coli Lon inh: -1; MsrA act: -8; MsrA inh: 0.8; Rin1 Abl inh: -6; TbMetRS inhib: -1.5; PABP1 MLLE inh: -7

What do the screens show for `O=c1onc(-c2ccc(Cl)cc2Cl)n1-c1cccnc1`?
CSN deneddyl inh: -4; Neddylation inh: inactive; FAS-TE inh: -4; E coli Lon inh: 1; MsrA act: -3; MsrA inh: -0.1; Rin1 Abl inh: -2; TbMetRS inhib: -0.2; PABP1 MLLE inh: -5

What do the screens show for `O=C(CSc1nnc(-c2cccnc2)o1)Nc1ccccc1F`?
CSN deneddyl inh: -3; Neddylation inh: inactive; FAS-TE inh: -8; E coli Lon inh: -2; MsrA act: -2; MsrA inh: 0.9; Rin1 Abl inh: 3; TbMetRS inhib: -0.2; PABP1 MLLE inh: 44*

What do the screens show for `Cc1nc2ccc(NC(=O)CCS(=O)(=O)c3ccc(Cl)cc3)cc2s1`?
CSN deneddyl inh: 3; Neddylation inh: inactive; FAS-TE inh: -3; E coli Lon inh: -9; MsrA act: -1; MsrA inh: 0.4; Rin1 Abl inh: -3; TbMetRS inhib: 0.2; PABP1 MLLE inh: 40

Results for COc1ccc(NC(=O)C2C(c3ccc4c(c3)OCO4)=Nc3ccccc3N2C(=O)c2cccc(C(F)(F)F)c2)cc1 (stereo not drawn) ?
CSN deneddyl inh: 9; Neddylation inh: inactive; MsrA inh: 2.5; TbMetRS inhib: -0.1

How did O=C1c2ccccc2C(=O)c2c([N+](=O)[O-])ccc(O)c21 do in these assays?
CSN deneddyl inh: -2; Neddylation inh: inactive; FAS-TE inh: -151; E coli Lon inh: 3; MsrA act: -5; MsrA inh: 1.6; Rin1 Abl inh: 3; TbMetRS inhib: -0.3; PABP1 MLLE inh: 1

What do the screens show for `Cc1ccc2cc(NC(=O)c3ccc(C(C)(C)C)cc3)ccc2n1`?
CSN deneddyl inh: 1; Neddylation inh: inactive; FAS-TE inh: 15; E coli Lon inh: 0; MsrA act: -1; MsrA inh: 0.4; Rin1 Abl inh: -2; TbMetRS inhib: 0.1; PABP1 MLLE inh: -2

What do the screens show for `Fc1ccc(-c2[nH]ncc2CN2CCN(c3ccc(F)cc3)CC2)cc1`?
CSN deneddyl inh: 1; Neddylation inh: inactive; FAS-TE inh: 4; E coli Lon inh: 9; MsrA act: -1; MsrA inh: -1.2; Rin1 Abl inh: -3; TbMetRS inhib: -0.6; PABP1 MLLE inh: -9

How did COc1ccc(NC(=O)CS(=O)CC(=O)Nc2cccnc2)cc1 (stereo not drawn) do in these assays?
CSN deneddyl inh: 6; Neddylation inh: inactive; FAS-TE inh: -5; E coli Lon inh: -1; MsrA act: 0; MsrA inh: 1.4; Rin1 Abl inh: 4; TbMetRS inhib: -0.3; PABP1 MLLE inh: 21

Results for CN1CCc2c(sc(NC(=O)Cc3ccc(F)cc3)c2C(N)=O)C1 ?
CSN deneddyl inh: 9; Neddylation inh: inactive; FAS-TE inh: -4; E coli Lon inh: -1; MsrA act: 0; MsrA inh: -0.8; Rin1 Abl inh: 2; TbMetRS inhib: -0.2; PABP1 MLLE inh: 5

What do the screens show for `Cc1nn(C(C)C(=O)Nc2ccc3c(c2)OCO3)c(C)c1[N+](=O)[O-]` (stereo not drawn)?
CSN deneddyl inh: 5; Neddylation inh: inactive; FAS-TE inh: 2; E coli Lon inh: 0; MsrA act: -4; MsrA inh: 1.0; Rin1 Abl inh: -2; TbMetRS inhib: 0.7; PABP1 MLLE inh: -2

What do the screens show for `COc1cc(OC)c2ccc(=O)oc2c1C(CCN1CCN(c2ccccc2)CC1)c1ccc(N(C)C)cc1` (stereo not drawn)?
CSN deneddyl inh: -2; Neddylation inh: inactive; FAS-TE inh: 5; E coli Lon inh: 15; MsrA act: 0; MsrA inh: -0.1; Rin1 Abl inh: 0; TbMetRS inhib: -0.2; PABP1 MLLE inh: 3

What do the screens show for `NC(=O)N/N=C/c1ccc(OCc2cccc(Cl)c2)cc1`?
CSN deneddyl inh: -7; Neddylation inh: inactive; FAS-TE inh: -3; E coli Lon inh: 1; MsrA act: -3; MsrA inh: -0.8; Rin1 Abl inh: -5; TbMetRS inhib: -0.5; PABP1 MLLE inh: 3

How did CN1/C(=C\C(=S)Nc2ccccc2)C(C)(C)c2ccccc21 do in these assays?
CSN deneddyl inh: 8; Neddylation inh: inactive; FAS-TE inh: 5; E coli Lon inh: -16; MsrA act: 9.0*; MsrA inh: 0.4; Rin1 Abl inh: -1; TbMetRS inhib: -0.4; PABP1 MLLE inh: -8

What do the screens show for `Cc1nc2ccccn2c1C(=O)CSc1cccc(Cl)c1`?
CSN deneddyl inh: 6; Neddylation inh: inactive; FAS-TE inh: 18; E coli Lon inh: -10; MsrA act: -4; MsrA inh: 0.4; Rin1 Abl inh: 1; TbMetRS inhib: -0.5; PABP1 MLLE inh: 6

How did CC[C@]1(C(=O)OC)[C@H]2C(=O)N(Cc3ccccc3)C(=O)[C@H]2[C@H]2CN=C(SC)N21 do in these assays?
CSN deneddyl inh: 0; Neddylation inh: inactive; FAS-TE inh: -7; E coli Lon inh: 2; MsrA act: -1; MsrA inh: 1.2; Rin1 Abl inh: -4; TbMetRS inhib: 0.7; PABP1 MLLE inh: 0

What do the screens show for `COc1ccc2cc(C[C@@H]3CC[C@@H](CO)O3)ccc2c1`?
CSN deneddyl inh: 3; Neddylation inh: inactive; FAS-TE inh: -8; E coli Lon inh: -8; MsrA act: -3; MsrA inh: 0.3; Rin1 Abl inh: 0; TbMetRS inhib: -1.5; PABP1 MLLE inh: 5

What do the screens show for `N#CC1=C(SCC(N)=O)NC(=O)CC1c1ccccc1Cl` (stereo not drawn)?
CSN deneddyl inh: 5; Neddylation inh: inactive; FAS-TE inh: -6; E coli Lon inh: 4; MsrA act: -1; MsrA inh: -0.7; Rin1 Abl inh: 5; TbMetRS inhib: -0.4; PABP1 MLLE inh: 10

What do the screens show for `O=C(NCCC1CCCCN1S(=O)(=O)c1ccccc1)C(=O)NCc1ccc(F)cc1` (stereo not drawn)?
CSN deneddyl inh: 2; Neddylation inh: inactive; FAS-TE inh: 12; E coli Lon inh: -3; MsrA act: -2; MsrA inh: -0.6; Rin1 Abl inh: -4; TbMetRS inhib: -0.6; PABP1 MLLE inh: -1

An excerpt from above in order of heavy-atom count, high to low.
What do the screens show for `O=C(NCCC1CCCCN1S(=O)(=O)c1ccccc1)C(=O)NCc1ccc(F)cc1` (stereo not drawn)?
CSN deneddyl inh: 2; Neddylation inh: inactive; FAS-TE inh: 12; E coli Lon inh: -3; MsrA act: -2; MsrA inh: -0.6; Rin1 Abl inh: -4; TbMetRS inhib: -0.6; PABP1 MLLE inh: -1

What do the screens show for `Cc1nn(C(C)C(=O)Nc2ccc3c(c2)OCO3)c(C)c1[N+](=O)[O-]` (stereo not drawn)?
CSN deneddyl inh: 5; Neddylation inh: inactive; FAS-TE inh: 2; E coli Lon inh: 0; MsrA act: -4; MsrA inh: 1.0; Rin1 Abl inh: -2; TbMetRS inhib: 0.7; PABP1 MLLE inh: -2

What do the screens show for `N#CC1=C(SCC(N)=O)NC(=O)CC1c1ccccc1Cl` (stereo not drawn)?
CSN deneddyl inh: 5; Neddylation inh: inactive; FAS-TE inh: -6; E coli Lon inh: 4; MsrA act: -1; MsrA inh: -0.7; Rin1 Abl inh: 5; TbMetRS inhib: -0.4; PABP1 MLLE inh: 10
